Compound activity: PubChem BioAssay, National Center for Advancing Translational Sciences (NCATS)
TRHR ag: qHTS for Small Molecule Agonists and Allosteric Enhancers of Human TRH Receptor: Primary Screen for Agonists | Thyrotropin-releasing hormone receptor (Homo sapiens), P34981 | TRHR cells, calcium flux fluo-8, FDSS agonist mode | activation, % at 2 µM | actives 0.18% (n = 360,000) | AID 493084, 2011; in the data active = activation above about 30%; also: 0% is about no effect
Target sequence (P34981 whole entry, looked up): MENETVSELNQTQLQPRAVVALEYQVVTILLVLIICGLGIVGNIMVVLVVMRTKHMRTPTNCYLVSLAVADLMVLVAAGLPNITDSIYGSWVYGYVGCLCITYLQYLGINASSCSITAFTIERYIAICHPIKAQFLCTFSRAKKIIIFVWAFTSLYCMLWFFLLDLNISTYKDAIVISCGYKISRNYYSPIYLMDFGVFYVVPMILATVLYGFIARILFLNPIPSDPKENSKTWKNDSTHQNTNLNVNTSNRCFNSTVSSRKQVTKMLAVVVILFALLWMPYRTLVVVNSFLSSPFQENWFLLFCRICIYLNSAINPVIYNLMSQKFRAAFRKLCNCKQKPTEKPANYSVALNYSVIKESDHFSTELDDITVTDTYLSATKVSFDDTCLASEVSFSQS
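In this calcium-flux screen, cells bearing human TRHR are dye-loaded with fluo-8, baselined for 10 cycles, then exposed to library compounds; positive kinetic calcium responses during the agonist phase mark hits, with TRH as control.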
D2 ag: HTS Assay for Allosteric Agonists of the Human D2 Dopamine Receptor: Primary Screen for Agonists | actives 0.53% (n = 340,000) | activation, % at 2 µM | D(2) dopamine receptor (Homo sapiens), P14416 | HEK293 T-REx D2 cells, calcium flux agonist mode;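 active = activation over 3 SD above normal in the single-dose calcium agonist read, cut at about 30% in these data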; also: 0% is about no effect
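HEK293 Trex D2 cells, tetracycline-induced, o/n 30 C 5% CO2; no-wash Ca dye, RT 30–90 min; 10-cycle baseline, 23 nl cpd added, kinetic Ca read 180 s; agonist hits = positive Ca response.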
USP1 inh: Inhibitors of USP1/UAF1: Primary Screen; AID 743255, 2014; Ubiquitin carboxyl-terminal hydrolase 1 (Homo sapiens), O94782; Potency, µM (doses to about 57.1 µM), for inactives: top-dose activity change, negative = inhibition, most hits filed as inhibitors; recombinant USP1/UAF1, Ub-Rhodamine cleavage fluorescence; actives 0.23% (n = 390,000); also: potency is read from the fitted curve at half-maximal effect; % is scaled to controls: 0 for no effect and ±100 for the full control effect; nearly all actives have a fitted effect of over 60% in size; inactives centre near -12
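USP1/UAF1 complex (1 nM) preincubated 15 min at room temperature with compound, then Ub-Rho substrate (150 nM final) added. Kinetic fluorescence at 480/540 nm over 6 reads at 60 s intervals; 50 mM HEPES pH 7.8, 0.5 mM EDTA, 0.1 mg/ml BSA, 1 mM TCEP, 0.01% Tween-20.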
TRHR PAM: qHTS for Small Molecule Agonists and Allosteric Enhancers of Human TRH Receptor: Primary Screen for Enhancers; Thyrotropin-releasing hormone receptor (Homo sapiens), P34981; TRHR cells, fluo-8 calcium fluorescence, EC20 TRH enhancement; enhancement, % at 2 µM; actives 0.66% (n = 360,000); in the data active = enhancement above about 30%; also: 0% is about no effect
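Enhancer read-out: after compound pinning and an initial kinetic agonist-mode read, an EC20 of TRH (10 nM final) was injected and fluo-8 calcium signal (Ex 480/Em 530) followed at 1 s/cycle for 100 cycles in TRHR-expressing cells.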
TrxR1 substrate: qHTS Assay for Substrates of Mammalian Selenoprotein Thioredoxin Reductase 1 (TrxR1): qHTS. Thioredoxin reductase 1, cytoplasmic (Rattus norvegicus), O89049. purified TrxR1 substrate turnover, NADPH consumption readout. Potency, µM (highest dose often 114 µM), without a hit: at the top dose activity change, negative = substrate turnover. AID 588456, 2011. actives 0.01% (n = 390,000); also: potency is read from the fitted curve at half-maximal effect; % is scaled to controls: 0 for no effect and ±100 for the full control effect; nearly all actives have a fitted effect of over 50% in size
Target sequence (O89049 whole entry, looked up): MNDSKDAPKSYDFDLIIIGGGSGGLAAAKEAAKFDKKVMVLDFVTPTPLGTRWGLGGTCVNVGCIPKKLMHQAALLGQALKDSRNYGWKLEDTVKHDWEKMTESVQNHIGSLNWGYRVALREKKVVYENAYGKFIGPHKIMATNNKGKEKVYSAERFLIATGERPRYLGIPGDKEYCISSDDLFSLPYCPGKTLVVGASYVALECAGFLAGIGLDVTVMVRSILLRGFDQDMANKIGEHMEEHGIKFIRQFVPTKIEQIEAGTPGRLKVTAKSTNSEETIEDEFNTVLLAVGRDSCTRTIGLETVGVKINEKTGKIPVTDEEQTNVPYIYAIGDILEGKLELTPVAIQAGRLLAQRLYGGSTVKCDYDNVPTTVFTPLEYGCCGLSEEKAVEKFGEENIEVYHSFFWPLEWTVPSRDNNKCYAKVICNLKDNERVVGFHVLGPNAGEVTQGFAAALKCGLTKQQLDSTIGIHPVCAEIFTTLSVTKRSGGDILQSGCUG
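Rat TrxR1, dispensed at 90 nM, was prereduced with 400 uM NADPH (final) for 5 min at ~22 deg C, then incubated with compound 15 min before 400 uM selenite. A first-read NADPH fluorescence drop versus no-compound background flagged substrates.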
D2 antag: HTS Assay for Allosteric Antagonists of the Human D2 Dopamine Receptor: Primary Screen for Antagonists; D(2) dopamine receptor (Homo sapiens), P14416; inhibition, % at 10 µM; AID 485344, 2010; actives 2% (n = 340,000); HEK293 TREx D2 cells, calcium flux, dopamine EC80; in the data active = inhibition above about 30%; also: 0% is about no effect
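Dopamine at EC80 is the agonist stimulus; test compounds precede it by 180 s. Calcium flux read kinetically in a force-coupled, inducible HEK293 T-REx D2 cell line.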
IDH1 R132H inh: qHTS for Inhibitors of mutant isocitrate dehydrogenase 1 (IDH1): qHTS | Isocitrate dehydrogenase [NADP] cytoplasmic (Homo sapiens), O75874 | IDH1-R132H enzyme, NADPH consumption, diaphorase/resazurin fluorescence | Potency, µM (top dose mostly 76.6 µM), for inactives: at the highest dose activity change, negative = inhibition, actives largely listed as inhibitors | actives 0.093% (n = 390,000) | AID 602179, 2012; also: potency is read from the fitted curve at half-maximal effect; % is scaled to controls: 0 for no effect and ±100 for the full control effect; nearly all actives have a fitted effect of over 65% in size
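IDH1-R132H (0.5 ug/mL dispensed) in pH 7.5 Tris buffer was preincubated 30 min with compound, then given a substrate mix of 0.016 mM NADPH and 2 mM alpha-KG for 80 min at room temperature; remaining NADPH was read by diaphorase/resazurin fluorescence.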
Pin1 inhibitor: qHTS Assay to Find Inhibitors of Pin1. Peptidyl-prolyl cis-trans isomerase NIMA-interacting 1 (Homo sapiens), Q13526. Pin1 FP peptide displacement, HiFluor488, 10 min. Potency, µM (doses to about 115 µM), for the others: at the highest dose activity, negative = inhibition, hits mostly inhibitors. actives 0.009% (n = 390,000). AID 504891, 2011; active = well fitted inhibition curve with a large enough effect in the polarisation, with a control signal flat, not every such curve was filed as active; inconclusive = small, poorly fitted or top-dose-only effect, or effect the other way, or a change in a side signal; inactive = no such curve, though single readings can be large or run the other way; the % refers to the polarisation; also: potency is read from the fitted curve at half-maximal effect; % is scaled to controls: 0 for no effect and ±100 for the full control effect
Target sequence (Q13526 whole entry, looked up): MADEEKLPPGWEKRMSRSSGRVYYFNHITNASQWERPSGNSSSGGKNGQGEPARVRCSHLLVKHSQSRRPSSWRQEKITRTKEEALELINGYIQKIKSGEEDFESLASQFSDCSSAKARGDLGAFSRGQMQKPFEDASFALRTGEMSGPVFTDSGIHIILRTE
TrxR1 inh: qHTS Assay for Inhibitors of Mammalian Selenoprotein Thioredoxin Reductase 1 (TrxR1): qHTS. Thioredoxin reductase 1, cytoplasmic (Rattus norvegicus), O89049. recombinant rTrxR1, NADPH fluorescence consumption, selenite substrate. actives 1% (n = 390,000). AID 588453, 2011. Potency, µM (series often up to 114 µM), for inactives: at the top dose activity change, negative = inhibition, most hits filed as inhibitors; also: potency is read from the fitted curve at half-maximal effect; % is scaled to controls: 0 for no effect and ±100 for the full control effect; nearly all actives have a fitted effect of over 65% in size
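Rat TrxR1 (90 nM in the dispensed reagent) was pre-reduced with 400 uM NADPH for 5 min at room temperature, then incubated with compound for 15 min. After 400 uM selenite was added, NADPH fluorescence (Ex 340/Em 450 nm) was followed for 8 min.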
Starred values were filed as active, the others as inactive; ? = inconclusive; nt = no result given; & = joins results of further samples; [ ] = dose if it differs, or a comment. Unless noted, calls follow the shape of the dose curve; as a rule, active = well fitted inhibition curve with a large enough effect; inconclusive = small, poorly fitted or top-dose-only effect; inactive = no such curve, though single readings can be large or run the other way. Only part of the results is shown, so the mix of outcomes need not match the whole.

SMILES	TRHR ag	D2 ag	USP1 inh	TRHR PAM	TrxR1 substrate	D2 antag	IDH1 R132H inh	Pin1 inhibitor	TrxR1 inh
CC(C)CCN1CCN(Cc2cnc(N3CCCC3)s2)CC1CCO (stereo not drawn)	-0.2	1.1	-12.6%	-5.5	-1.6%	-0.2	0.0%	-1.5%	12.6%
O=C(NN1C(=O)C2C3c4ccccc4C(c4ccccc43)C2C1=O)C1CC1 (stereo not drawn)	0.8	1.9	2.3%	4.1	-2.9%	0.1	1.2%	-1.1%	-3.2%
O=C(Cc1ccccc1)N/N=C/c1ccc[nH]1	-0.5	0.0	-7.5%	-2.8	-1.2%	-1.0	0.5%	-16.8%	-4.5%
O=C(c1ccc(S(=O)(=O)N2CCCCCC2)cc1)N1CCN(c2ccccc2F)CC1	nt	nt	-16.4%	nt	-12.6%	nt	2.4%	1.0%	-9.6%
O=C(Nc1ccc2c(c1)OCO2)c1cnccn1	0.0	0.2	-11.4%	-0.9	7.6%[57.1 µM]	20.9	5.8%	-6.3%	32.3%[57.1 µM]
Cc1ccc(C(=O)N(CC(=O)Nc2sc(C)c(C)c2C(N)=O)C2CCCC2)cc1	-0.6	-0.2	-8.9%	9.0	-1.9%[57.1 µM]	-24.6	-1.0%	-1.9%	-7.8%[57.1 µM]
CNC(=O)NC(=O)CSc1ccc(NC(C)=O)cc1	0.0	1.3	-16.5%	5.6	4.9%[57.1 µM]	5.3	-0.4%	3.2%	1.7%[57.1 µM]
COc1cccc(CNC(=O)CN2C(=O)COc3ccc(S(=O)(=O)Nc4ccccc4)cc32)c1	-0.4	-0.2	-7.1%	1.0	-5.6%	nt	5.3%	-5.8%	11.2%
COc1ccc(NC(=O)Nc2c(C)noc2-c2ccccc2)cc1	-0.2	-1.2	-23.6%	10.6	0.0%	1.9	-2.9%	1.8%	14.3%
O=c1cc(NS(=O)(=O)c2ccccc2)nc(SCc2c(Cl)cccc2Cl)[nH]1	1.3	0.9	-2.2%	-2.9	-13.0%	5.9	2.3%	-2.2%	-10.2%
CCOc1ccc(NC(=O)C2CCN(S(=O)(=O)c3ccc4c(c3)oc(=O)n4C)CC2)cc1	1.0	0.3	-23.2%	0.3	-6.2%	nt	10.5%	1.8%	-1.3%
CC(C)CCn1c(SCc2ccc(F)cc2Cl)nc2ccsc2c1=O	0.0	0.0	13.9%	-4.8	3.2%[57.1 µM]	nt	-12.3%	-4.3%	11.8%[57.1 µM]
CCOc1ccc(CN(C)C(=O)c2ccc(S(=O)(=O)N(C)c3ccccc3OC)cc2)cc1	0.3	-0.4	-10.5%	-8.3	-0.4%	-24.2	-1.2%	4.5%	26.3%
Cc1ccc(C(C)NC(=O)c2cccnc2)cc1 (stereo not drawn)	nt	nt	-22.8%	nt	7.0%	nt	-9.4%	0.2%	27.9%
CN(C)C(=O)CCC(=O)N1CCCC(N2CCN(c3cccc(C(F)(F)F)c3)CC2)C1 (stereo not drawn)	0.1	0.1	-7.8%	-8.7	1.6%	-15.8	18.1%	-1.5%	25.2%
C=CCOc1c(Br)cc(CNn2nnnc2N)cc1OC	0.3	0.5	1.4%	0.5	-12.0%	1.5	13.6%	-6.4%	-7.8%
COc1ccccc1OCCSc1nnnn1C1CCCCC1	nt	nt	-27.5%	nt	-5.6%	nt	2.4%	4.3%	1.2%
O=C(NC1CCCCCC1)c1cc(S(=O)(=O)N2CCC3(CC2)OCCO3)ccc1F	-0.6	0.2	-15.5%	-3.0	7.3%	-6.5	-1.3%	-3.6%	19.0%
CCOC(=O)CCCc1sc(N)nc1-c1[nH]c(=O)[nH]c1C	-0.5	0.2	-9.3%	4.6	-5.0%[57.1 µM]	2.6	-6.8%	?	7.94µM*
COc1ccc(CCNS(=O)(=O)c2ccc3c(c2)NC(=O)CO3)cc1OC	0.3	-0.3	-8.3%	4.5	-5.2%	23.3	-3.6%	-1.4%	7.0%
COc1ccccc1NC(=O)Cc1nnc(SCC(=O)NC2=NCCS2)n1C	0.2	0.3	-2.6%	1.8	-2.5%	-32.9	14.4%	-6.1%	9.2%
COc1ccc(CCNC(=O)c2c[nH]c3ccc(F)cc3c2=O)cc1OC	0.5	-2.1	-23.6%	-2.0	-1.8%	-3.0	3.9%	1.6%	6.2%
CCOC(=O)CC(NC(=O)Cn1nnc(-c2ccccc2F)n1)c1ccc(OC)cc1 (stereo not drawn)	0.6	1.3	-14.7%	1.8	-11.4%[57.1 µM]	-5.0	2.8%	10.6%	34.9%[57.1 µM]
COC(=O)c1nn(-c2ccc(C)cc2)ccc1=O	-1.3	0.2	-25.2%	-1.2	4.8%[11.4 µM]	7.4	-2.4%	0.2%	15.8%[11.4 µM]
O=C(NCCN1CCCC(O)C1)c1cc(COc2ccc(F)cc2Cl)on1 (stereo not drawn)	-0.2	0.3	-26.2%	-1.6	-0.3%	0.8	-2.9%	-2.9%	11.2%
N#Cc1c(C(F)(F)F)cc(-c2cccs2)nc1SCc1ccccc1F	1.4	1.0	-15.4%	-3.7	52.3%[activator]	nt	18.4%	0.0%	48.0%[activator]
CC(C)CN(C(=O)c1ccc2c(c1)OCO2)C1CCS(=O)(=O)C1 (stereo not drawn)	0.0	-1.2	-17.8%	2.6	2.6%[57.1 µM]	-6.6	-7.6%	-0.3%	9.6%[57.1 µM]
CS(=O)(=O)c1ncc(Cl)c(C(=O)Nc2ccc3ccccc3c2)n1	-0.3	nt	-10.4%	-6.7	7.7%	nt	15.5%	4.1%	12.6µM*
O=C(Cn1ccc2ccccc2c1=O)NCC(=O)Nc1ccc(F)cc1F	-0.9	-2.7	-26.6%	-4.4	3.4%	21.5	0.4%	-5.7%	2.4%
O=C1c2ccccc2N(Cc2ccc(Cl)cc2)C2=NCCN12	0.1	1.0	-21.3%	-6.5	-2.5%	-2.2	4.8%	5.2%	-0.1%
CCNc1nc(Oc2ccc(=O)[nH]n2)nc(N2CCOCC2)n1	0.9	0.1	-3.3%	4.8	6.5%	2.8	-2.9%	?	13.9%
Cc1[nH]c2ccccc2c1/C=N/Nc1ccc(F)cc1F	1.1	1.0	nt	5.4	nt	31.4*	nt	nt	nt
CCOC(=O)c1ccc(NC(=O)CC2NCCNC2=O)cc1 (stereo not drawn)	0.6&1.3	-0.7	?	2.9&9.0	3.8%&-1.1%	-5.6	4.9%&-0.9%	1.5%&-0.8%	17.0%&2.1%
COc1ccc(NC(=O)CCC(=O)c2ccc(F)cc2)cc1	nt	nt	-17.9%	nt	-0.7%	nt	-7.3%	-4.6%	15.9%
COc1ccc(NC(=O)c2cc(-c3ccccc3Cl)on2)cc1	0.0	1.3	-21.2%	-0.6	-3.3%	4.4	-0.7%	4.0%	14.8%
COc1ccc(OC)c(C(=O)NC(CC(N)=O)c2ccc(NCCN3CCCC3)c([N+](=O)[O-])c2)c1 (stereo not drawn)	0.3	0.0	-7.6%	2.8	2.3%	-1.0	-1.4%	1.7%	-1.5%
COc1cc(NC(=O)CCn2nc(C)c(S(=O)(=O)N3CCCCC3)c2C)cc(OC)c1OC	0.1	-1.2	-12.4%	19.7	5.1%[57.1 µM]	nt	0.9%	-5.8%	10.4%[57.1 µM]
Nc1nc(Nc2ccccc2Br)nc(C(F)(F)F)n1	-0.2	0.3	-12.3%	2.7	1.2%	3.8	0.2%	1.6%	27.5%
COc1ccc(S(=O)(=O)N2CCN(C(=O)C3CCCCC3)CC2)cc1	-0.2	0.4	-6.9%	14.0	-5.1%	-20.8	6.8%	0.0%	-0.2%
CC(=O)N1CCN(Cc2nc3cc(NC(=O)c4ccc(F)cc4)ccc3n2C)CC1	0.1	0.5	-2.4%	4.5	10.7%[57.1 µM]	5.1	-0.1%	-1.3%	28.0%[57.1 µM]
CN1CCN(C(=O)c2ccccc2NC(=O)c2sc3ccccc3c2Cl)CC1	-0.1	nt	-5.6%	-1.5	8.2%[57.1 µM]	nt	7.3%	-0.8%	5.9%[57.1 µM]
O=C(O)CC/C(=N/Nc1ccc([N+](=O)[O-])cc1)C(=O)O	-1.0	0.6	-6.9%	-4.1	0.0%[57.1 µM]	-1.6	-6.1%	?	17.2%[57.1 µM]

Three structures out of the list, ordered by SMILES length, lowest first:
SMILES	TRHR ag	D2 ag	USP1 inh	TRHR PAM	TrxR1 substrate	D2 antag	IDH1 R132H inh	Pin1 inhibitor	TrxR1 inh
O=C(Cn1ccc2ccccc2c1=O)NCC(=O)Nc1ccc(F)cc1F	-0.9	-2.7	-26.6%	-4.4	3.4%	21.5	0.4%	-5.7%	2.4%
O=C(NCCN1CCCC(O)C1)c1cc(COc2ccc(F)cc2Cl)on1 (stereo not drawn)	-0.2	0.3	-26.2%	-1.6	-0.3%	0.8	-2.9%	-2.9%	11.2%
COc1ccc(OC)c(C(=O)NC(CC(N)=O)c2ccc(NCCN3CCCC3)c([N+](=O)[O-])c2)c1 (stereo not drawn)	0.3	0.0	-7.6%	2.8	2.3%	-1.0	-1.4%	1.7%	-1.5%
